High-throughput results from PubChem BioAssay.
A3A deaminase: human APOBEC3A DNA deaminase inhibition; inhibition, % at 20 µM; recombinant A3A, FAM/TAMRA ssDNA deamination fluorescence; actives 0.41% (n = 330,000);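 active means at least 40% inhibition at 20 µM here, with at most 30% in a related deaminase screen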;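 further: plate controls were A3A with DMSO for no effect and wells lacking A3A enzyme for full effect; some results filed as inactive read as strong as hits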
Target sequence (P31941 whole entry, looked up): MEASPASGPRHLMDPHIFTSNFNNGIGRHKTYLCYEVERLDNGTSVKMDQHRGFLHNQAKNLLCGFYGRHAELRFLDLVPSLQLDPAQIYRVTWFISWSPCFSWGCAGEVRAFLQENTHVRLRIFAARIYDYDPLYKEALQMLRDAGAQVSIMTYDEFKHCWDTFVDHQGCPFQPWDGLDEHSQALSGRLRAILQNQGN
tim10-1 inh: inhibits growth of tim10-1 mutant yeast; S. cerevisiae tim10-1 ts strain growth, BacTiter-Glo, 24 h; inhibition, % at 20 µM; actives 2.2% (n = 330,000);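 active means inhibition of at least 40%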;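 further: mutant grown at 25 °C; 0% = DMSO wells with yeast and 100% = wells holding no yeast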
TIM10 inh: growth inhibitors of TIM10 yeast strain; inhibition, % at 10 µM; AID 463195; S. cerevisiae TIM10 strain growth, BacTiter-Glo luminescence, 24 h; actives 1.4% (n = 330,000);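 active means inhibition of 40% or more at the single tested concentration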;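 further: wild-type TIM10 isogenic control strain grown at permissive 25 °C; 0% = DMSO yeast wells and 100% = minimal medium wells without yeast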
beta cell repl: inducers of beta-cell replication in MIN6 cells. MIN6 cells proliferation, ATPlite luminescence, 48 h; cells starved in 0.2% serum; 100% = growth in 10% serum. proliferation, % at 10 µM. actives 0.29% (n = 330,000). AID 2380;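 active means compounds whose signal lies at least 3.5 SD above the mean of all wells on their plate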;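 further: 0% = DMSO-treated cells in low-serum medium and 100% = 10% serum control; some compounds called inactive have numbers as strong as hits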
hIAP block: blocks human intestinal alkaline phosphatase. P09923. purified IAP, CDP-Star luminescence, 30 min. inhibition, % at 10 µM. actives 0.12% (n = 330,000);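 active means inhibition reaching a set limit with compound at 10 µM in the primary screen, cut at about 35% in these data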;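 further: plate controls were DMSO wells with enzyme for no effect and no-enzyme buffer wells for full effect; values of inactives mirror those of a sister screen read the other way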
NLRP3 yeast inh: inhibitors of NALP3 inflammasome in yeast | Yeast reconstituted NLRP3/ASC/caspase-1, beta-gal luminescence, 24 h | inhibition, % at 10 µM | actives 0.39% (n = 330,000) | AID 2825;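 active means inhibition of 50% or more; inactive means inhibition below 50%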;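 further: plate controls were induced DMSO wells for no effect and uninduced yeast grown without galactose for full effect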
mIAP inh: mouse IAP inhibition; AID 2806; inhibition, % at 10 µM; purified mouse IAP, CDP-Star luminescence, 30 min; actives 0.2% (n = 330,000);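 active means inhibition of at least 40% at 10 µM in the primary screen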;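 further: plate controls were DMSO with enzyme for no effect and no enzyme wells for full effect; values of inactives mirror those of a sister screen read the other way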
A3G deaminase: inhibitors of human APOBEC3G DNA deaminase | recombinant A3G, ssDNA deamination FAM/TAMRA fluorescence | inhibition, % at 20 µM | actives 0.28% (n = 330,000) | AID 493012;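 active means inhibition of at least 40% at 20 µM, with no more than 30% in the related APOBEC3A deaminase screen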;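 further: plate controls were DMSO wells with A3G for no effect and wells lacking A3G enzyme for full effect; some compounds called inactive have numbers as strong as hits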
Target sequence (Q9HC16 whole entry, looked up): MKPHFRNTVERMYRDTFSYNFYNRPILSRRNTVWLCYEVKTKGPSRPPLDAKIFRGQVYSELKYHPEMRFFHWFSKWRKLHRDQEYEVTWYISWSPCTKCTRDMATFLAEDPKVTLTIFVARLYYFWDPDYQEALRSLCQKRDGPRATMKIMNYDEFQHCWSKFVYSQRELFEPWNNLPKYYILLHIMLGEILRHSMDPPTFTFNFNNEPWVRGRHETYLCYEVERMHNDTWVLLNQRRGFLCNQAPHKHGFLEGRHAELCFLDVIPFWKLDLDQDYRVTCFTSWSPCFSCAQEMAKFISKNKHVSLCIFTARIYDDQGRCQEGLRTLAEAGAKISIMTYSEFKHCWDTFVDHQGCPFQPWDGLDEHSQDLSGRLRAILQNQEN
mIAP activ: increases mouse intestinal alkaline phosphatase activity. muIAP, CDP-Star luminescence, 30 min; stronger effect = higher value; 1 = vehicle-only enzyme signal, 0 = enzyme-free wells. activation factor at 10 µM. actives 0.24% (n = 330,000). AID 2805;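 active means activation factor of at least 2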; further: the source names both 10 and 20 µM as test concentration; values of inactives mirror those of a sister screen read the other way
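Assay system: mouse IAP enzyme; reagent: chemiluminescent substrate CDP-Star; dosing: test compounds delivered from DMSO solution; schedule: 30 min at room temperature; measured by: luminescence from enzymatic CDP-Star hydrolysis; controls: DMSO-only wells and no-enzyme negative control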
Active calls of the source: *.

Every second line gives: A3A deaminase | tim10-1 inh | TIM10 inh | beta cell repl | hIAP block | NLRP3 yeast inh | mIAP inh | A3G deaminase | mIAP activ
1) COc1ccc(OC)c(C2CC(=O)N3CN(c4ccccc4F)CSC3=C2C#N)c1 (stereo not given)
    -1 | -1 | 7 | -2 | 6 | 15 | 6 | 67* | 0.94
2) COC(=O)c1c(-c2ccccc2)csc1N
    -2 | 15 | 3 | 1 | 1 | 7 | 12 | 0 | 0.89
3) CC#CCC(CC#CC)c1nc2ccccc2c(=O)n1N
    1 | 6 | 13 | -1 | 3 | 9 | 3 | 0 | 0.97
4) O=S(=O)(c1ccccc1)N1CCN(C(=S)Nc2ccccc2)CC1
    -4 | 15 | 11 | 0 | -13 | 5 | 8 | -6 | 0.92
5) Cc1ccc(-c2cn(-c3ccccc3)c(=S)[nH]2)cc1C
    -2 | 47* | 48* | -4 | -18 | 37 | -4 | -4 | 1
6) CCCCNC(=O)Nc1nc(SCC(=O)OCC)n[nH]1
    -3 | 11 | 12 | 0 | 8 | -2 | 5 | -7 | 0.95
7) CCOC(=O)C1=C(C)NC(C)=C(C(=O)OCC)C1C(=O)O
    -2 | 10 | -9 | -1 | 6 | -2 | 3 | -2 | 0.97
8) CCOC(=O)[C@@H]1[C@H]2COc3cc(OC)ccc3[C@H]2N2C(=O)N(c3ccc(F)cc3)C(=O)[C@]12C
    -3 | 24 | 14 | -7 | 5 | 12 | 0 | -4 | 1
9) Cc1nc(SCC(=O)Nc2nnc(C(C)C)s2)n[nH]1
    -3 | 2 | 2 | 0 | -15 | 15 | 6 | -9 | 0.94
10) CCN(c1ccc(C(=O)CSc2nnc(C3CC3)n2C2CC2)cc1)S(C)(=O)=O
    2 | 8 | 5 | -4 | -3 | 9 | -6 | 0 | 1.1
11) O=C(CSC(=S)N1CCCCC1)N1N=CCC1c1ccccc1 (stereo not given)
    -3 | 41* | -9 | -3 | -16 | 14 | -2 | -5 | 1
12) O=C1/C(=C/c2ccc([N+](=O)[O-])cc2)Oc2cc(O)ccc21
    1 | 33 | 8 | -6 | 24 | 7 | 7 | 1 | 0.93
13) O=C(Nc1ccccc1F)C1CCCN(S(=O)(=O)c2cccc3cccnc23)C1 (stereo not given)
    2 | 20 | 3 | 1 | -14 | -7 | 2 | 3 | 0.98
14) CCCC(=O)N1CCC(CCC(=O)NC2CC2)CC1
    3 | 5 | 10 | -2 | 0 | -8 | 17 | 3 | 0.83
15) COc1ccc(C(=O)Oc2cc(C(=S)N3CCOCC3)ccc2OC)cc1
    -6 | 21 | 23 | 0 | 9 | 28 | 3 | -8 | 0.97
16) C=CCn1cccc(C(=O)Nc2ccc(OC)cc2OC)c1=O
    2 | 5 | -2 | -2 | 7 | 29 | -11 | -5 | 1.1
17) O=C(COC(=O)c1cccs1)Nc1ccccc1Cl
    -3 | -28 | -1 | -2 | 7 | 16 | 6 | -15 | 0.94
18) CC(C)(C)n1cnnc1Sc1ccc([N+](=O)[O-])cn1
    -4 | 5 | 11 | -1 | -2 | 6 | -2 | -2 | 1
19) O=C(NNC(=O)C(c1ccccc1)c1ccccc1)c1ccccn1
    -4 | 26 | 10 | -5 | -6 | -5 | 13 | -8 | 0.87
20) CCOC(=O)COc1ccc(/C=C2/SC(=Nc3ccccc3)N(Cc3cccnc3)C2=O)cc1OC
    -1 | 8 | 1 | -5 | 27 | 12 | 10 | -5 | 0.9
21) O=C(Nc1cccc(S(=O)(=O)Nc2ccc(Cl)cc2)c1)c1ccccn1
    -5 | -4 | 6 | -2 | 16 | 17 | -2 | -8 | 1
22) Cc1cc(C)cc(NC(=S)N2CCC(c3nc4ccccc4s3)CC2)c1
    -6 | 12 | 9 | -3 | -1 | -16 | -4 | -7 | 1
23) COc1ccc([N+](=O)[O-])c(S(=O)(=O)c2ccc(Cl)cc2)n1
    -4 | 75* | 83* | -4 | -20 | 35 | -12 | 2 | 1.1
24) O=C1SC(SCc2ccccc2Cl)=N/C1=C\c1ccc(C(=O)O)cc1
    1 | 17 | 16 | -6 | 12 | 16 | 17 | -4 | 0.83
25) O=C(Nc1cccc(F)c1)c1cccc2c1C(=O)N(C1CCCCC1)C2
    -2 | 40 | 16 | -2 | -4 | 6 | 7 | -3 | 0.93
26) CC(=O)N/C(=N/c1nc(C)cc(C)n1)Nc1ccc(C)cc1C
    -1 | 30 | 10 | -2 | -4 | 14 | 3 | -5 | 0.97
27) N#Cc1ccc(OCC(=O)Nc2ccccc2NS(=O)(=O)c2cccs2)cc1
    -3 | 0 | 9 | -2 | -5 | 8 | 12 | -11 | 0.88
28) CC(=O)Nc1ccc2oc(-c3ccccc3)nc2c1
    2 | -25 | 13 | 0 | 4 | 31 | -5 | -5 | 1

Given bar-delimited: 3 of the compounds above.
cpd | canonical_smiles | A3A deaminase | tim10-1 inh | TIM10 inh | beta cell repl | hIAP block | NLRP3 yeast inh | mIAP inh | A3G deaminase | mIAP activ
19 | O=C(NNC(=O)C(c1ccccc1)c1ccccc1)c1ccccn1 | -4 | 26 | 10 | -5 | -6 | -5 | 13 | -8 | 0.87
5 | Cc1ccc(-c2cn(-c3ccccc3)c(=S)[nH]2)cc1C | -2 | 47* | 48* | -4 | -18 | 37 | -4 | -4 | 1
11 | O=C(CSC(=S)N1CCCCC1)N1N=CCC1c1ccccc1 (stereo not given) | -3 | 41* | -9 | -3 | -16 | 14 | -2 | -5 | 1

Just tim10-1 inh, mIAP inh and A3G deaminase, for 5 of the compounds above:
No.	Structure	tim10-1 inh	mIAP inh	A3G deaminase
14	CCCC(=O)N1CCC(CCC(=O)NC2CC2)CC1	5	17	3
15	COc1ccc(C(=O)Oc2cc(C(=S)N3CCOCC3)ccc2OC)cc1	21	3	-8
16	C=CCn1cccc(C(=O)Nc2ccc(OC)cc2OC)c1=O	5	-11	-5
17	O=C(COC(=O)c1cccs1)Nc1ccccc1Cl	-28	6	-15
18	CC(C)(C)n1cnnc1Sc1ccc([N+](=O)[O-])cn1	5	-2	-2

A3G deaminase, entries above that show a hit
cpd | smiles | A3A deaminase | tim10-1 inh | hIAP block | NLRP3 yeast inh | mIAP inh | A3G deaminase | mIAP activ
1 | COc1ccc(OC)c(C2CC(=O)N3CN(c4ccccc4F)CSC3=C2C#N)c1 (stereo not given) | -1 | -1 | 6 | 15 | 6 | 67* | 0.94
